Bioassay records as filed in PubChem.
EPAC1 agonist = agonists of human EPAC1 | O95398 | EPAC1 agonist qHTS, biochemical assay; response scale: 100% = response to 6.5 mM cAMP | Potency, µM (top dose mostly 154 µM), inactives show at the highest dose activation, most hits filed as activators | 360,000 tested, 0.073% active; further: potency means the concentration at half of the fitted maximal effect; nearly all actives have a fitted effect of over 60% in size
Target sequence (O95398 whole entry, looked up): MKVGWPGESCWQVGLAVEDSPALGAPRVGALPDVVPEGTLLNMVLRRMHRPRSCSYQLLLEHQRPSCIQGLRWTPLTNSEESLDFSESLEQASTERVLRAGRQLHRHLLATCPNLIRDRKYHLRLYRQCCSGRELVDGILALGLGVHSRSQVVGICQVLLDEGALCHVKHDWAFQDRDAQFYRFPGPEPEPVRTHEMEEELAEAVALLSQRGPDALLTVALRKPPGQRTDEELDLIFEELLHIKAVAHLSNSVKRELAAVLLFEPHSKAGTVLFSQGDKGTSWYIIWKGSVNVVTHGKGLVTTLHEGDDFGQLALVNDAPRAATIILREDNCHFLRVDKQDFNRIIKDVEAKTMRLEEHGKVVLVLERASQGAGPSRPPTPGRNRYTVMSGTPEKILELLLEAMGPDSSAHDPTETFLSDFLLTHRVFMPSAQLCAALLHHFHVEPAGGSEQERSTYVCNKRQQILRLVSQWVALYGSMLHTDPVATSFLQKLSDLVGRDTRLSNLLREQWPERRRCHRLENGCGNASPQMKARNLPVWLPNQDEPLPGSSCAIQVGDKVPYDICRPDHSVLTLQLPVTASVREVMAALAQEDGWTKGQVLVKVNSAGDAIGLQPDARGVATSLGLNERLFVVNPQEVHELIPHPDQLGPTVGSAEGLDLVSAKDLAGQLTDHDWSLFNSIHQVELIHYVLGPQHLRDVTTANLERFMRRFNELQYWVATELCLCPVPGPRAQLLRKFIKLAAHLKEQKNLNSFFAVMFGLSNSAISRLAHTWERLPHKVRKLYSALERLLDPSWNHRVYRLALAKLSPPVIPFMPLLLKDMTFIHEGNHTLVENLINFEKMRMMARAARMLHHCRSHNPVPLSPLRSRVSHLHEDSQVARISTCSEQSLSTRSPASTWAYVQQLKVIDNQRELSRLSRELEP
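Normalized to 6.5 mM cAMP, activity reflects EPAC1-catalysed release of BODIPY-GDP from Rap1B, followed kinetically over 30 min at 480 nm excitation, 540 nm emission. Reaction contained 100 nM EPAC1, 250 nM Rap1B-BODIPY-GDP, 50 uM GDP.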
PI5P4Ka inh = inhibitors of human PI5P4K alpha | P48426 | PI5P4Kalpha enzyme, ADP-Glo luminescence, 60 min; active compounds read low | max response, % | 330,000 tested, 1.2% active; active means max response of -50% or lower; inconclusive means between -30% and -50%; inactive means -30% or higher; further: value at the top dose of about 77 µM; on the % scale 0 is the no-effect control and ±100 the full control effect
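Single end-point luminescence (ADP-Glo) quantified ADP from PI5P4Kalpha turnover; ATP 5 microM final, 1 h at RT, 0.1% CHAPS and 0.28 mM EGTA in HEPES pH 7.4.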
Abeta rescue = restores growth of yeast expressing A-beta42 peptide | yeast expressing A-beta42, growth rescue, OD600, 48 h; response scale: 0% DMSO, 100% iron-clioquinol control | 410,000 tested, 0.063% active | Potency, µM (series often up to 46.1 µM), inactives show at the top dose growth rescue, most hits filed as activators | AID 1347071; further: potency means the concentration at half of the fitted maximal effect; nearly all actives have a fitted effect of over 55% in size
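Yeast growth medium received pinned compounds, then yeast cells expressing toxic A-beta were added; plates incubated at 30 C for 48 hr. Growth read as absorbance at 600 nm, normalized to DMSO and equimolar FeCl3 plus clioquinol controls.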
FUS suppressor = suppressors of FUS proteinopathy in yeast; S. cerevisiae FUS-expressing, growth rescue, OD600, 24 h; Potency, µM (titrated, usually from 76.6 µM), for the others: top-dose growth rescue (activation), most hits filed as activators; 390,000 tested, 0.24% active;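 further: potency means the concentration at half of the fitted maximal effect; plate controls were DMSO vehicle for no effect and reference control for full effect; nearly all actives have a fitted effect of over 55% in size; some results filed as inactive show a strong effect at the top dose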
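Steps: raffinose overnight preculture; dilution to OD 0.005 in 2% galactose minimal medium; compound addition (concentration series); 24hr at 30C, 99% humidity; absorbance read at 600 nm.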
EPAC1 antag = EPAC1 (human) antagonism | EPAC1 GEF assay, Rap1b-BODIPY-GDP exchange fluorescence | Potency, µM (highest dose often 115 µM), inactives show at the highest dose activity change, negative = inhibition, usual class: inhibitors | O95398 | 360,000 tested, 0.14% active;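 further: potency means the concentration at half of the fitted maximal effect; plate controls were vehicle for no effect and positive control for full effect; nearly all actives have a fitted effect of over 50% in size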
PLK1 PBD inh = blocks phosphopeptide binding to human PLK1 polo-box domain; Plk1 PBD binding of FITC phosphopeptide, fluorescence polarization; Potency, µM, for inactives: max response, negative = inhibition, most hits filed as inhibitors; 360,000 tested, 2.8% active; AID 720504; further: potency means the concentration at half of the fitted maximal effect; series mostly up to about 57 µM; on the % scale 0 is the no-effect control and ±100 the full control effect; nearly all actives have a fitted effect of over 65% in size
aSyn yeast inh = alpha-synuclein toxicity inhibition in yeast; Yeast expressing alpha-synuclein, growth rescue, BacTiter-Glo, 24 h; Potency, µM (highest dose often 46.1 µM), for the others: at the highest dose growth rescue (activation), hits mostly activators; 370,000 tested, 0.14% active; further: potency means the concentration at half of the fitted maximal effect; % of control where 0% means no effect; nearly all actives have a fitted effect of over 65% in size
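Rescue of yeast growth: cells expressing toxic alpha-synuclein, induced in galactose at OD600 0.02, incubated with compound 24 h at 30 C. ATP luminescence quantified growth; inhibitors of toxicity appear as activators.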
WRN helicase inh = blocks human WRN helicase | Q14191 | WRN helicase unwinding, fluorescent forked duplex, kinetic | Potency, µM (titrated, usually from 114 µM), without a hit: at the top dose activity change, negative = inhibition, hits mostly inhibitors | 360,000 tested, 0.46% active | AID 651768; further: potency means the concentration at half of the fitted maximal effect; on the % scale 0 is the no-effect control and ±100 the full control effect; nearly all actives have a fitted effect of over 55% in size
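Kinetic red-fluorescence monitoring (525/598 nm) tracks WRN helicase activity after 100 nM fluorophore-quencher forked duplex and 2 mM ATP are added to 20 nM enzyme pretreated 15 min at room temperature with compound.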
IL-2 act = IL-2 activation; 360,000 tested, 0.065% active; activation, % (series mostly up to about 46 µM); IL-2 activation reporter assay, cell-based qHTS; stimulated with anti-CD3/CD4/CD28 beads; in transgenic mouse T cells; AID 652025; in the data active means activation above about 50%; inconclusive means mostly about 30% to 49%; further: 0% is about no effect
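Quantitative HTS in unstimulated transgenic mouse T cells, with memory T cells as non-tolerant control and PMA/ionomycin as tolerance-bypass control. Compound pretreatment lasted 60 minutes before 18 h bead stimulation; EGFP/DsRed fluorescence read.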
The depositor's hits bear a star; ? = inconclusive; / = not tested or not shown; [ ] = remark or other dose. Unless noted, the call rests on the fitted dose curve; in most records, active means well fitted curve in the direction sought with a large enough effect; inconclusive means small, poorly fitted or top-dose-only effect, or another doubt; inactive means no such curve, though single readings can be large; an effect the other way counts as inactive or inconclusive.

SMILES | EPAC1 agonist | PI5P4Ka inh | Abeta rescue | FUS suppressor | EPAC1 antag | PLK1 PBD inh | aSyn yeast inh | WRN helicase inh | IL-2 act
O=C(CN1C(=O)CCS(=O)(=O)c2ccccc21)NCCc1ccccc1 | 4% | 4 | -4% | -28% | 0% | -13% | -4% | 2% | -0.1
CCOC(=O)c1c(NC(=O)CSc2nnnn2C)sc(C)c1C | 0% | 12 | -24% | 0% | -2% | -8% | 3% | -4% | 2.1
Cc1ccc2nc(SCc3nnc(-c4ccccc4Br)o3)[nH]c2c1 | 11% | -27 | -6% | 16% | -24% | -6% | 11% | -13% | 0.3
Cn1c(CN2CCN(C(=O)c3ccccc3)CC2)nc2cc([N+](=O)[O-])ccc21 | 1% | -10 | -4% | -7% | -5% | -15% | 0% | 0% | -2.0
Cc1ccccc1Nc1nc(CSc2nnc(-c3ccoc3C)n2C)cs1 | -3% | -18 | -3% | ? | 1% | -17% | / | 0% | -1.5
O=C(c1cccs1)N1N=C(c2ccccc2)CC1c1ccc(O)cc1 (configuration not stated) | 18% | -18 | 15% | / | -27% | -16% | -3% | -4% | -0.7
CCOC(=O)c1cc2nc(-c3ccccc3)cc(C)n2n1 | 5% | -14 | -25% | 38% | 7% | -13% | -3% | -32% | 0.8
Cc1cc(NC(=O)c2cccc(N3C(=O)CCC3=O)c2)no1 | -13% | / | -28% | -82%[inhibitor] | -18% | -10% | 0% | -14%[57.1 µM] | -1.8
CN(c1ccccc1)S(=O)(=O)c1cccc(C(=O)Nc2cccc(C(=O)NC3CC3)c2)c1 | 5% | -3 | -1% | 13% | -30% | -4% | 3% | -11% | -3.5
CCCCOC(=O)c1ccc(Nc2ccc([N+](=O)[O-])cn2)cc1 | 0% | -6 | 4% | / | 14% | -6% | 2% | 12% | 1.6
CC(C)(C)c1ccc(OC(=O)c2ccc3snnc3c2)cc1 | -8% | -3 | -18% | 2% | -8% | -8% | -1% | 5% | -1.9
Cc1nn(-c2ccccc2)c(Cl)c1C(=O)NCc1cccs1 | 3% | ? | -3% | / | -4% | -13% | -11% | -7% | -0.1
Cc1ccccc1N(C(=O)c1ccccn1)C(C(=O)NCc1ccccc1)c1ccncc1 (configuration not stated) | -10% | 5 | -16% | 22% | 23% | -6% | 0% | -8% | 1.6
CCn1cc([N+](=O)[O-])c(=O)c2cc(F)c(N3CCOCC3)cc21 | 1% | 2 | -1% | 5% | 8% | -17% | 3% | 2% | -1.6
Cc1ccc(C(=O)Nc2nnc(CC(=O)N/N=C/c3ccncc3)s2)cc1 | -3% | ? | -7% | 10% | 6% | -30% | -1% | -15%[11.6 µM] | 0.2
COc1ccccc1OCCC(=O)OCC(=O)NC(C)c1ccccc1 (configuration not stated) | 0% | 1 | -1% | -6% | -4% | -13% | ? | 2% | -1.8
O=C(NNC(=O)c1ccncc1)Nc1ccc([N+](=O)[O-])cc1 | 1% | 2 | -24% | 3% | 13% | -12% | 6% | -11% | -3.1
O=C(CSc1cc([N+](=O)[O-])cc(S(=O)(=O)Cc2ccccc2)c1)NC1CC1 | -5% | -28 | 11% | -3% | 1% | ? | 6% | -10% | -0.7
COc1ccc2o/c(=N/NC(=O)c3cccs3)c(C(N)=O)cc2c1 | -33%[inhibitor] | -6 | 2% | 16% | -20% | -8% | -6% | -16% | 0.1
Oc1ccc2ccccc2c1CNc1ccc2ccccc2c1 | 13% | 2 | -94%[inhibitor] | ? | -12% | -12% | ? | -21% | 0.1
Cc1nn(C)c(C)c1NS(=O)(=O)c1cccc(Br)c1 | 1% | 7 | -5% | 9% | 4% | -10% | 8% | -5% | -0.5
O=C(CSc1ncccn1)NCc1ccccc1Cl | 9% | / | -1% | 31% | -7% | -8% | ? | 1% | 1.5
NC(=O)C(=O)N/N=C/c1c2ccccc2cc2ccccc12 | -48%[inhibitor] | 5 | 3% | -1% | ? | -16% | 9% | -6%[11.6 µM] | 0.9
Cc1ccc(NC(=O)C(=O)NCCOc2ccccc2Cl)cc1 | 8% | -3 | 17% | / | -4% | 4% | -9% | 0% | 0.2
Clc1ccccc1-c1nnc(-c2cccs2)o1 | -1% | -1 | -15% | 18% | -20% | -13% | -7% | -2% | 1.1
More entries follow.
SMILES | EPAC1 agonist | PI5P4Ka inh | Abeta rescue | FUS suppressor | EPAC1 antag | PLK1 PBD inh | aSyn yeast inh | WRN helicase inh | IL-2 act
Cc1ccccc1CC1(CO)CCCN(C(=O)c2ccoc2)C1 (configuration not stated) | -5% | 7 | 12% | -9% | 14% | 5% | 8% | 10% | -0.8
CCOc1nc(-c2ccccc2Cl)ccc1C#N | 14% | / | -5% | 10% | -11% | -5% | 0% | -7% | 1.5
O=C(c1ccc(CNS(=O)(=O)c2cccc(Cl)c2)cc1)N1CCCC1 | 10% | 1 | 4% | 8% | 3% | -16% | 0% | 5% | 0.0
O=C(Nc1ccc2c(c1)OCO2)C1CC(c2ccc(Cl)cc2)=NO1 (configuration not stated) | -9% | -13 | -2% | 19% | -1% | -6% | -1% | 13% | -1.7
CC(c1ccco1)N(C(=O)C12CC3CC(CC(C3)C1)C2)c1ccccn1 (configuration not stated) | -1% | -1 | 7% | -11% | 0% | -23% | -15% | 1% | 1.1
COc1ccc(-c2csc(NC(=O)CN3C(=O)CCC3=O)n2)c(OC)c1 | 0% | -2 | 10% | 5% | -28% | -2% | 2% | -23%[57.1 µM] | 6.4
Cc1ccc(-c2csc(NC(=O)c3ccc(C)o3)n2)cc1 | 11% | 0 | -35%[inhibitor] | / | -13% | -10% | -27% | -18% | -5.0
COc1ccc(C(=O)Nc2ccc3[nH]ccc3c2)cc1 | -2% | ? | -13% | 4% | -18% | -3% | 0% | -2% | -0.2
CC(C)C1C(C#N)=C(N)Oc2n[nH]c(C(C)(C)C)c21 (configuration not stated) | -5% | 0 | 28%[9.22 µM] | -13% | -13% | 3% | 3% | -7% | -1.6
CCN(CC)S(=O)(=O)c1cccc(N=Nc2c(O)c3ccccc3oc2=O)c1 | 5% | -2 | 3% | -7% | -7% | -17% | -3% | -2% | -0.5
CC(C)NC(=O)N(C)C[C@H]1OCc2cnnn2CCCC(=O)N([C@@H](C)CO)C[C@H]1C | 0% | 3 | 6% | -26% | 11% | -8% | 17% | -6% | -0.7
Cc1ccc(C(=O)NNC(=S)NC(=O)c2ccco2)cc1 | 4% | -6 | -72%[inhibitor] | 9% | 5% | -13% | -33%[inhibitor] | 1% | 2.2
CCc1ccc2c(c1)NC(=O)C2(C)Cc1ccc(Cl)cc1 (configuration not stated) | 4% | -1 | 8% | 17% | -19% | -11% | ? | -6% | -0.3
CN(CC(=O)Nc1cccc(F)c1)C(=O)/C=C/c1ccc(S(=O)(=O)N2CCCCCC2)cc1 | 10% | 3 | -8% | / | -5% | 1% | -4% | -10% | -3.3
CC(CC(=O)NCc1ccc(Cl)cc1)c1ccccc1 (configuration not stated) | -4% | 5 | -2% | -15% | -8% | 2% | 8% | -13% | 2.4
Cc1ccc(CC(=O)Nc2cccc(C(=O)Nc3c(C)n(C)n(-c4ccccc4)c3=O)c2)cc1C | 10% | -12 | 5% | 22% | 0% | -8% | 1% | 16% | -4.4
COC(=O)c1cccc(NC(=O)c2ccc(S(=O)(=O)N3CCN(C)CC3)cc2)c1 | 5% | -2 | 12% | 16% | -6% | -6% | 4% | -4% | 1.3
COC(=O)c1c(NC(=O)CN(c2ccccc2)S(C)(=O)=O)sc2c1CCCC2 | 14% | 24 | ? | / | -15% | 0% | 8% | -9% | -0.4
COC(=O)c1nonc1NCn1nnc2ccccc21 | 4% | 0 | 11% | 9% | -15% | -7% | -2% | 0% | -0.8

Entries from the list above containing a cyano group (2):
SMILES | EPAC1 agonist | PI5P4Ka inh | Abeta rescue | FUS suppressor | EPAC1 antag | PLK1 PBD inh | aSyn yeast inh | WRN helicase inh | IL-2 act
CCOc1nc(-c2ccccc2Cl)ccc1C#N | 14% | / | -5% | 10% | -11% | -5% | 0% | -7% | 1.5
CC(C)C1C(C#N)=C(N)Oc2n[nH]c(C(C)(C)C)c21 (configuration not stated) | -5% | 0 | 28%[9.22 µM] | -13% | -13% | 3% | 3% | -7% | -1.6

Complete entries as entered above. Order of values: EPAC1 agonist, PI5P4Ka inh, Abeta rescue, FUS suppressor, EPAC1 antag, PLK1 PBD inh, aSyn yeast inh, WRN helicase inh, IL-2 act
Listed for O=C(CN1C(=O)CCS(=O)(=O)c2ccccc21)NCCc1ccccc1 = 4%, 4, -4%, -28%, 0%, -13%, -4%, 2%, -0.1
Listed for O=C(CSc1ncccn1)NCc1ccccc1Cl = 9%, /, -1%, 31%, -7%, -8%, ?, 1%, 1.5
Listed for Cc1ccc2nc(SCc3nnc(-c4ccccc4Br)o3)[nH]c2c1 = 11%, -27, -6%, 16%, -24%, -6%, 11%, -13%, 0.3
